# Source: PubChem BioAssay
# TDP-43 yeast inh = TDP-43 toxicity inhibition in yeast | TDP-43 expressing yeast growth rescue, BacTiter-Glo, 24 h | Potency, µM (top dose mostly 46.1 µM), for inactives: at the top dose growth rescue (activation), usual class: activators | hit rate 1.8% among 410,000 | AID 652104; also: potency is read from the fitted curve at half-maximal effect; % of control where 0% means no effect; nearly all actives have a fitted effect of over 50% in size
#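 Growth rescue of TDP-43-toxic yeast measured as ATP luminescence (BacTiter-Glo). Cells grown to mid-log in raffinose, induced in galactose at OD600=0.02, exposed to compound 24 hr at 30 deg C.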
# GLP1R cytotox = cytotoxicity counter-screen for GLP-1 receptor inverse agonists. HEK293 cAMP-luciferase reporter cells, luminescence, 24 h. Potency, µM (series often up to 38.3 µM), for inactives: top-dose activity change, negative = inhibition, usual class: inhibitors. hit rate 0.13% among 410,000. AID 624418;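 also: loss of luciferase light is scored as toxicity; potency is read from the fitted curve at half-maximal effect; % is scaled to controls: 0 for no effect and ±100 for the full control effect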
#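 Step one: seed cells (200 cells/uL, DMEM with 10% Nu serum, 1% pen-strep). Step two: 12-hour incubation at 37 deg C. Step three: pin 23 nL compound, incubate 24 hr. Step four: add luciferase reagent, read luminescence 12 min later.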
# DRD3 antagonist = blocks the human D3 dopamine receptor; D3R cells, DiscoveRx beta-arrestin luminescence, antagonist mode; hits give low values; hit rate 2.5% among 360,000; max response, negative = inhibition, %; AID 652054; P35462; in the data active = max response below about -50%; inconclusive = no clear call, values can overlap the other calls; also: % is scaled to controls: 0 for no effect and ±100 for the full control effect; mostly tested at two doses, the higher about 12 µM
# Target sequence (P35462 whole entry, looked up): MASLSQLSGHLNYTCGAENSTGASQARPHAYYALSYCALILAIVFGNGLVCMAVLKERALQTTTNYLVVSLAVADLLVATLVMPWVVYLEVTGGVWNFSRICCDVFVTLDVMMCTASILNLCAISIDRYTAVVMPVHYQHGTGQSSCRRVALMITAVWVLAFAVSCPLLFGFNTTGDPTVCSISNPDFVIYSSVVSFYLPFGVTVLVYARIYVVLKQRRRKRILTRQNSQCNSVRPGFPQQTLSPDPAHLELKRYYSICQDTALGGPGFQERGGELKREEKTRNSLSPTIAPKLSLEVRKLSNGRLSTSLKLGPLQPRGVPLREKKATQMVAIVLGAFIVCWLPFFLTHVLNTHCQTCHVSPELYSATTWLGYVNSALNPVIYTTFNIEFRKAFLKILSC
#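 Cells expressing the human receptor were seeded at 1500 cells/well, incubated overnight at 37 degrees C in 5% CO2, then exposed to library compounds with dopamine controls for 90 minutes at 37 degrees C before luminescent detection.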
# GLP1R ag = GLP-1 receptor (human) agonism; HEK293 GLP-1R CRE-luciferase, luminescence, 4-6 h; cells express a hypersensitive GLP-1R form; Potency, µM (series often up to 45.6 µM), without a hit: top-dose activation, hits mostly activators; hit rate 0.007% among 380,000; also: potency is read from the fitted curve at half-maximal effect; % of control where 0% means no effect
# DRD3 agonist = D3 dopamine receptor (human) agonism | D3R DiscoveRx beta-arrestin cells, luminescence, 90 min | P35462 | hit rate 0.58% among 410,000 | max activation, %; in the data active = max activation above about 30%; also: 0% is about no effect; mostly tested at two doses, the higher about 12 µM
#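 Agonist-mode cell screen: cells plated at 1500/well and incubated overnight at 37 °C, then exposed to library compounds for 90 min at 37 °C. Detection reagent was added for 30–60 min at room temperature, and luminescence was read.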
# aSyn rescue = rescues yeast growth from alpha-synuclein toxicity; Yeast expressing alpha-synuclein, growth rescue, BacTiter-Glo, 24 h; Potency, µM (top dose mostly 46.1 µM), for inactives: at the highest dose growth rescue (activation), most hits filed as activators; hit rate 0.14% among 370,000; AID 652106; also: potency is read from the fitted curve at half-maximal effect; % of control where 0% means no effect; nearly all actives have a fitted effect of over 65% in size
#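 Galactose-induced alpha-syn yeast (OD600=0.02, raffinose-pregrown) + pinned cpd, 24 hr, 30 deg C; growth by BacTiter-Glo luminescence. Growth restoration scores as activation.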
# GLP1R inv ag = inverse agonists of human GLP-1 receptor; P43220; HEK293 GLP-1R CRE-luciferase, luminescence, 24 h; GLP-1R form is constitutively active; Potency, µM (titrated, usually from 38.3 µM), without a hit: top-dose activity change, negative = inhibition, hits mostly inhibitors; hit rate 1.6% among 410,000; AID 624417; also: potency is read from the fitted curve at half-maximal effect; % is scaled to controls: 0 for no effect and ±100 for the full control effect; nearly all actives have a fitted effect of over 55% in size
#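 Assay principle: reduced luminescence from a cAMP-responsive reporter in HEK293 cells co-expressing a constitutively active GLP-1R. Conditions: 24 hr compound incubation, 37 deg C, 5% CO2.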
# PTHR1 ag = PTHR1 (human) receptor agonism; hit rate 0.075% among 410,000; HEK293 GP2 PTHR1 cells, GloSensor cAMP luminescence, 1 h; Q03431; Potency, µM (top dose mostly 115 µM), for inactives: at the top dose activation, actives largely listed as activators; also: potency is read from the fitted curve at half-maximal effect; nearly all actives have a fitted effect of over 55% in size; some results filed as inactive show a strong effect at the top dose; inactives centre near -15; many of its hits are not listed in these tables
# Target sequence (Q03431 whole entry, looked up): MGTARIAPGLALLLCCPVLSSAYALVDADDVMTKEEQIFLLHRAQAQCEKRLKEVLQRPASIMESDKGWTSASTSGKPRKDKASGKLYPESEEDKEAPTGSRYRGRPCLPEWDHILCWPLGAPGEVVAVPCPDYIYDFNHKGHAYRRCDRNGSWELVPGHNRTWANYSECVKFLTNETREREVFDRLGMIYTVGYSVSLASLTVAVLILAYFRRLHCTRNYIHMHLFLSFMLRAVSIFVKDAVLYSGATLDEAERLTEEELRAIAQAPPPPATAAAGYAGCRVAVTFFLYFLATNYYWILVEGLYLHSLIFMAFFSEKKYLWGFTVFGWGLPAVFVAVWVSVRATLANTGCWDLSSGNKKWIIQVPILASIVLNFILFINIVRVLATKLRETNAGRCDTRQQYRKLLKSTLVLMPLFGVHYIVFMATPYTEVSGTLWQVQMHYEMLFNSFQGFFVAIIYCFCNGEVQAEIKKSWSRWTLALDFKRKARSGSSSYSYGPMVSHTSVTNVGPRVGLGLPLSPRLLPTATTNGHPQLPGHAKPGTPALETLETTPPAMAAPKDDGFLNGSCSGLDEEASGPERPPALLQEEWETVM
#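 HEK-293-derived GP2 cells expressing PTHR1 and a GloSensor cAMP reporter, 3,000/well, plated overnight, given luciferin plus IBMX (each 0.5 mM as added) for 1 h at 37 °C, then compound for 1 h at 37 °C. Luminescence was read after 15 min at room temperature.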
# KB-V1 cytotox = kills drug-selected multidrug resistant KB-V1 cells; hit rate 3.4% among 400,000; AID 1347076; Potency, µM (top dose mostly 46.1 µM), without a hit: top-dose activity change, negative = cytotoxicity, actives largely listed as cytotoxic; KB-V1 MDR cells viability, CellTiter-Glo, 72 h; also: potency is read from the fitted curve at half-maximal effect; % is scaled to controls: 0 for no effect and ±100 for the full control effect; nearly all actives have a fitted effect of over 60% in size
#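 Cells of the MDR subline KB-V1 are plated, dosed with compound at multiple concentrations, and incubated 72 h at 37 degrees C; CellTiter-Glo is then added and luminescence read after 10 min.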
# Numbers without * were called inactive; i = inactive; ? = inconclusive; nt = no result given; & = joins results of further samples; [ ] = another dose, or the depositor's remark. Unless noted, calls follow the shape of the dose curve; as a rule, active = well fitted curve in the direction sought with a large enough effect; inconclusive = small, poorly fitted or top-dose-only effect, or another doubt; inactive = no such curve, though single readings can be large; an effect the other way counts as inactive or inconclusive. An excerpt; count on the stated rates, not on these rows.
SMILES,TDP-43 yeast inh,GLP1R cytotox,DRD3 antagonist,GLP1R ag,DRD3 agonist,aSyn rescue,GLP1R inv ag,PTHR1 ag,KB-V1 cytotox
CCOC(=O)N1CCC(=NNC(=O)COc2ccc(C#N)cc2)CC1,1%,1%,3,2%,-13,-3%,7%,i,0%
CCc1cc2c(=O)c(-c3nc4ccccc4n3C)coc2c(CN2CCCCC2C)c1O (stereo not drawn),5%,9%,17,-1%,4,1%,-8%,-35%[inhibitor],-11%
CCCNC(=O)N1CCN(c2nc(C(C)C)c3c(c2C#N)CC(C)(C)OC3)CC1,-8%,-6%,0,-7%,-2,-1%,-30%,-32%[inhibitor],-5%
O/N=C/c1cc(Br)cc(Br)c1OCc1ccccc1,24%,-5%,6,5%,1,14%,10µM*,i,?
C/C(=N\NC(=O)COc1cc(C)cc(C)c1)c1cccc(NC(=O)C2CCC2)c1,18%,-9%,1,9%,2,-3%,?,-25%,-9%
Cc1cc(C)c(S(=O)(=O)N2CCN(C(=O)c3ccc(-n4cncn4)c([N+](=O)[O-])c3)CC2)c(C)c1,9%,-19%,15,-23%,-1,7%,?,-88%[inhibitor],?
COc1ccc(S(=O)(=O)Nc2ccccc2C(N)=O)cc1OC,-16%,-4%,-12,-1%,2,-2%,17%,-11%,17%
COc1ccc(C(=O)NCC(=O)N2CCN(c3ccc(Cl)cc3)CC2)cc1,-4%,8%,1,13%,6,0%,1%,i,-7%
O=C(c1ccc([N+](=O)[O-])cc1[N+](=O)[O-])n1cnc2ccccc21,?,-1%,55,-7%,1,1%,17%,-53%[inhibitor],0%
O=[N+]([O-])c1ccc(CN2CCN(c3ccc([N+](=O)[O-])cc3)CC2)cc1,-6%,-17%,-2,9%,-2,5%,?,-18%,-11%
O=C(CSc1nc(=O)[nH]c2c1CCCC2)Nc1ccc(Cl)c(Cl)c1,19%,3%,nt,nt,-2,nt,2%,1%,nt
CC(NC(=O)C1CCCN(S(=O)(=O)c2cccs2)C1)c1ccccc1 (stereo not drawn),7%,7%,4,-2%,-5,4%,-12%,18%,-18%
CCOc1ccc2nc(N(CCCN(C)C)C(=O)c3ccc4c(c3)CCCC4)sc2c1,-13%,?,-84*,2%,-23,0%,?,?,-72%
COc1ccccc1NC(=O)Nc1ccnn1Cc1cccs1,-5%,26%,-25,5%,0,0%,-16%,i,0%
CC(C)Oc1ccc(CN2CCc3nc(Nc4ccc5c(c4)OCCO5)ncc3C2)cc1,0%,-10%,nt,nt,5,nt,?,-2%,-16%
COc1ccc(CCN(C)Cc2ccc(OCc3ccccc3)c(OC)c2)cc1OC,-11%,?,?,?,-24,0%,?,-1%,1%
O=C1OCCN1C(=O)[C@H]1[C@H](c2ccc([N+](=O)[O-])cc2)C(c2ccccc2)=NN1c1ccc(Br)cc1,16%,-25%,8,-2%,-13,8%,3.5µM*,i,-11%
Cc1ccc(-c2nnc(SCC(=O)Nc3sc(C)c(C)c3C#N)n2C)cc1,-4%,-14%,-5,-5%,0,-4%,-7%,i,-7%
Cc1ccc(S(=O)(=O)N2CCOCC2)cc1C(=O)NC(=S)N1CC(C)CC(C)C1 (stereo not drawn),7%,?,5,-4%,2,-2%,-37%,-8%,0%
CC(C)(C)c1ccc(NC(=O)c2ccsc2)cc1,-11%,4%,-5,10%,-2,-10%,?,-24%,-17%
NC(=O)C1Cc2ccccc2CN1S(=O)(=O)c1ccc(Cl)s1 (stereo not drawn),-9%,0%,-13,14%,6,0%,-15%,i,-4%
Cc1cc(C(=O)NC2CCCC2)c2ccccc2n1,-7%,10%,-22,4%,-11,-15%,-1%,-13%,2%
O=C1NC2(CCCC2)N=C1c1ccc(F)cc1,0%,-4%,16,0%,-3,0%,3%,i,8%
CCCCN(C)CCNC(=O)Cn1c(=O)sc2ccccc21,0%,-15%,-15,4%,-2,-3%,-17%,-8%,30%
CC1CCC(NC(=O)CN2C(=O)c3cccnc3Oc3ccc(Cl)cc32)CC1 (stereo not drawn),-22%,-10%,-6,0%,-11,-2%,?,i,-1%
Cn1c(SCc2cccc(F)c2)nc2c([nH]c3ccccc32)c1=O,-5%,2%,nt,nt,6,nt,6%,?,nt
Fc1ccc(N2CCN(C3CCC(c4ccccc4)CC3)CC2)cc1 (stereo not drawn),22%,-14%,-82*,4%,-13,2%,-30%,-3%,0%
COCCn1c(=O)[nH]c(=O)c2cc(C(=O)c3cc(OC)ccc3O)cnc21,-8%,0%,6,8%,4,-2%,20%,i,?
CNc1cnc(-c2cccc(C(=O)N3CCOCC3)c2)cn1,-2%,12%,0,5%,-8,-3%,22%,6%,-2%
COC(=O)c1ccccc1NC(=O)C1=CC(c2ccc3c(c2)OCO3)=NS(=O)(=O)N1C,10%,4%,nt,nt,5,nt,2%,20%,9%

# Filtered by structure: those above with bromine (two)
SMILES,TDP-43 yeast inh,GLP1R cytotox,DRD3 antagonist,GLP1R ag,DRD3 agonist,aSyn rescue,GLP1R inv ag,PTHR1 ag,KB-V1 cytotox
O/N=C/c1cc(Br)cc(Br)c1OCc1ccccc1,24%,-5%,6,5%,1,14%,10µM*,i,?
O=C1OCCN1C(=O)[C@H]1[C@H](c2ccc([N+](=O)[O-])cc2)C(c2ccccc2)=NN1c1ccc(Br)cc1,16%,-25%,8,-2%,-13,8%,3.5µM*,i,-11%

# Continued:
SMILES,TDP-43 yeast inh,GLP1R cytotox,DRD3 antagonist,GLP1R ag,DRD3 agonist,aSyn rescue,GLP1R inv ag,PTHR1 ag,KB-V1 cytotox
NC(=O)COC(=O)CSc1cccc2cccc(Cl)c12,?,-1%,-9,1%,-4,0%,13%,i,-5%
CC(C(=O)Nc1ccc(F)c(F)c1F)N(C)Cc1cccs1 (stereo not drawn),-1%,10%,-14,11%,-5,-10%,?,-9%,?
Cc1onc(-c2ccccc2)c1C(=O)Nc1nnc(N(C)Cc2ccccc2)s1,-3%,6%,11,1%,1,3%,?,-22%,0%
Cc1ccc(CN2CCN(/N=C/c3cccn3C)CC2)c(C)c1,7%,-21%,-8,7%,-3,13%,?,-36%[inhibitor],-1%
COc1ccc(-c2cc3nc4n(c(=O)c3s2)CCC4)cc1,-13%,-7%,27,-19%,0,29%,0%,-12%[57.5 µM],0%
N#Cc1c(-c2ccc3c(c2)OCO3)cc[nH]c1=O,13%,10%,-3,-3%,-3,9%,8%,-18%,?
COCCNC(=O)C1CCCN(C(=O)c2oc3ccccc3c2C)CC1 (stereo not drawn),22%,0%,0,7%,-5,-2%,16%,i,2%
COc1ccc(-n2c(SCC(=O)N3CCCCC3)nc3ccccc3c2=O)cc1,-7%,-3%,0,4%,18,7%,-10%,-5%,0%
CCCC(=O)Nc1ccc2c(c1)nc1n2CCOC1,-15%,1%,-16,6%,1,-6%,56%[activator],-8%[57.5 µM],-3%
CCOC(=O)CCN(Cc1sccc1C)S(=O)(=O)c1ccc(F)cc1,-33%[inhibitor],4%,6,1%,2,10%,0%,-18%[57.5 µM],13%
CC(C)(C)Cc1nnc(NC(=O)CSc2ccccc2)s1,?,6%,1,0%,6,-2%,16%,-30%[inhibitor],-5%&22%
CCOc1cc(N2CCOCC2)c(OCC)cc1NC(=O)Cc1ccc(OC)c(OC)c1,?,-21%,3,1%,6,-1%,20%,-14%,5.8µM*
O=C(NCCc1nc2ccccc2[nH]1)/C(=C/c1ccco1)NC(=O)c1ccc(Br)o1,5%,-8%,14,-3%,5,-12%,19%,i,3%
COc1ccc(/C=C2/SC(=S)N(CCCC(=O)Nc3cccc(O)c3)C2=O)cc1,-3%,?,-24,5%,-8,14%,?,i,0%
Cc1nn(-c2ccc([N+](=O)[O-])cc2)c2c1C(c1cccc(Br)c1)N1C(=N2)C(=O)Nc2ccccc21 (stereo not drawn),-10%,-22%,20,-4%,-1,10%,?,i,?
COc1cccc(NS(=O)(=O)c2ccc3c(c2)CCCN3C(C)=O)c1,-27%,20%,13,6%,2,?,0%,-77%[inhibitor],21µM*
O=C1CN(C(=O)COC(=O)c2ccc(Cl)c(S(=O)(=O)N3CCCCC3)c2)c2ccccc2N1,4%,0%,4,7%,-2,3%,-2%,-25%,22%
CCn1c(=O)c2sccc2n(CC(=O)NC2CCCC2)c1=O,-11%,14%,-3,4%,-1,0%,0%,i,-1%
CCCCn1c(N)c(N(CCOC)C(=O)CSc2ccccc2C)c(=O)[nH]c1=O,9%,8%,-3,-7%,5,0%,-6%,i,8%
Cc1ccccc1Nc1nc(N)nc(COC(=O)c2cccc(S(=O)(=O)N(C)C)c2)n1,-3%,-2%,60,?,16,4%,80%[activator],-30%[inhibitor],18µM*
O=C(O)C1CCCCC1C(=O)NCCc1cccc(Cl)c1 (stereo not drawn),-19%,-17%,?,-5%,7,0%,-22%,2%,-28%
CCC[C@@H]1CCCC/C=C\CCCC(=O)OCCN1C(=O)OC(C)(C)C,-10%,-64%,?,0%,-18,-27%,?,-41%[inhibitor],-5%
CCN(CC)S(=O)(=O)c1ccc2c(c1)N(CC(=O)Nc1cccnc1Cl)C(=O)CO2,-1%,0%,-9,-8%,-3,-1%,7%,i,-8%
O=C(COC(=O)CNC(=O)c1ccccc1)Nc1nnc(-c2ccccc2)o1,-1%,16%,2,6%,-7,-6%,31%[activator],i,5%
CC(=O)NS(=O)(=O)c1ccc(NC(=S)NC(=O)COc2ccccc2C)cc1,13%,28%,-17,-3%,-4,0%,21%,i,-14%
CCOc1ccc(N2C(=O)CN(c3cccc4ccccc34)C2=S)cc1,-1%,7%,-4,6%,2,2%,-19%,i,-12%
CCN1CCc2c(sc(NC(=O)Cc3ccccc3)c2C(N)=O)C1,5%,25%,?,5%,-15,-4%,7%,i,0%
